USP1 inh: blocks the human USP1/UAF1 deubiquitinase complex. AID 743255. actives 0.23% (n = 390,000). O94782. Potency, µM (titrated, usually from 57.1 µM), inactives show at the top dose activity change, negative = inhibition, usual class: inhibitors. recombinant USP1/UAF1, Ub-Rhodamine cleavage fluorescence; also: % is scaled to controls: 0 for no effect and ±100 for the full control effect; nearly all actives have a fitted effect of over 60% in size; inactives centre near -12
Target sequence (O94782 whole entry, looked up): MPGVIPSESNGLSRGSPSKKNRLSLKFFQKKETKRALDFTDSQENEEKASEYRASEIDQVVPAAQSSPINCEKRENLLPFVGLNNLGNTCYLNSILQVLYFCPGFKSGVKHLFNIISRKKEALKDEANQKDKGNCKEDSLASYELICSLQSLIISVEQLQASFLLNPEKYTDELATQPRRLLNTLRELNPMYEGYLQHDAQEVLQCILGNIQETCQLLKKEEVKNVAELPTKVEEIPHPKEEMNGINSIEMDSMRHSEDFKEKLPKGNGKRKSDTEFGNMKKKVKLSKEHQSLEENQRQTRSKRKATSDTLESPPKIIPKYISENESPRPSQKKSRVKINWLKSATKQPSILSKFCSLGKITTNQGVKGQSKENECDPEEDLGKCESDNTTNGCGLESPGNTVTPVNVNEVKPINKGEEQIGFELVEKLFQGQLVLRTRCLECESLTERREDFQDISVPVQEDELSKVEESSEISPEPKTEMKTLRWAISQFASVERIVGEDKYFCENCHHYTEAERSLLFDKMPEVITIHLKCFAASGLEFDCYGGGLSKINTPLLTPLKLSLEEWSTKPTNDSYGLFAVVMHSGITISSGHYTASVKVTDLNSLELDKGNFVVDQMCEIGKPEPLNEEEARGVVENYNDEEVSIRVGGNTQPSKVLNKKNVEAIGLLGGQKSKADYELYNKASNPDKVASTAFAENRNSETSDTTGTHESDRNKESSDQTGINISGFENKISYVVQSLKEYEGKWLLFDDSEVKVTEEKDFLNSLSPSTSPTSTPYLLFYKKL
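In this screen, compounds sit with the deubiquitinase complex (1nM) for 15 min at room temperature before Ub-Rho is added at 150nM final. Fluorescence rise is then followed for 6 reads every 60 seconds.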
TrxR1 substrate: substrates of rat thioredoxin reductase 1. O89049. purified TrxR1 substrate turnover, NADPH consumption readout. Potency, µM (series often up to 114 µM), inactives show top-dose activity change, negative = substrate turnover. actives 0.01% (n = 390,000). AID 588456; also: % is scaled to controls: 0 for no effect and ±100 for the full control effect; nearly all actives have a fitted effect of over 50% in size
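Rat TrxR1, dispensed at 90 nM, was prereduced with 400 uM NADPH (final) for 5 min at ~22 deg C, then incubated with compound 15 min before 400 uM selenite. A first-read NADPH fluorescence drop versus no-compound background flagged substrates.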
RGS4 inhibitor: inhibitors of human regulator of G protein signaling 4; P49798; Transcreener GDP fluorescence polarization, RGS4-accelerated GTP hydrolysis; Potency, µM (doses to about 114 µM), inactives show top-dose activity change, negative = inhibition, usual class: inhibitors; actives 0.039% (n = 390,000); also: % is scaled to controls: 0 for no effect and ±100 for the full control effect; nearly all actives have a fitted effect of over 75% in size; some results filed as inactive show a strong effect at the top dose
Target sequence (P49798 whole entry, looked up): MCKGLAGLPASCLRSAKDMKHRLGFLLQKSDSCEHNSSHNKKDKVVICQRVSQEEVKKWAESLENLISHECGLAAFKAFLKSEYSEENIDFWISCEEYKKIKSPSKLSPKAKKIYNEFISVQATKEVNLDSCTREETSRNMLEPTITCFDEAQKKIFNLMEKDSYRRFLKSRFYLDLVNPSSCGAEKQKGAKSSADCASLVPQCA
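MLSMR compounds (23 nl, pin-transferred) preincubated 10 min at room temperature with a 500nM (2x) first reagent, then RGS4 at 900nM (2x) plus Transcreener GDP mix added; fluorescence polarization (620/688 nm) read before and after 90 min at 30 °C.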
ALOX12 inh: ALOX12 (human) lipoxygenase inhibition; purified 12hLO, xylenol orange hydroperoxide absorbance; AID 1671190; Potency, µM (titrated, usually from 108 µM), inactives show at the highest dose activity change, negative = inhibition, actives largely listed as inhibitors; actives 1.1% (n = 580,000); also: % is scaled to controls: 0 for no effect and ±100 for the full control effect
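Purified human 12hLO at 150 nM in 25 mM Hepes, 0.01% Triton X-100, pH 7.0, preincubated 15 min at room temperature with compound. Reaction started with 40 uM arachidonic acid, 30 min at room temperature. Hydroperoxide measured by Fe-xylenol orange, 573/405 nm absorbance ratio.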
RXFP1 ag: RXFP1 (human) receptor agonism | Q9HBX9 | HEK293T-RXFP1 cAMP TR-FRET, 30 min; response scale: percent of porcine relaxin response, buffer zero | Potency, µM (doses to about 57.5 µM), without a hit: at the top dose activation, usual class: activators | actives 0.3% (n = 370,000); also: % is scaled to controls: 0 for no effect and ±100 for the full control effect; nearly all actives have a fitted effect of over 60% in size; many of its hits are not listed in these tables
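HEK293T cells stably expressing RXFP1 were pretreated with the PDE4 inhibitor Ro 20174, exposed to compounds for 30 min at 37C, lysed, and cAMP was read by TR-FRET. Data normalized to buffer (basal) and 29 nM porcine relaxin (100%).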
Vif-A3F inh: blocks the Vif interaction with APOBEC3F. actives 0.2% (n = 390,000). HeLa A3F-eYFP + Vif (tagged APOBEC3F with the HIV-1 protein that degrades it), YFP fluorescence increase. Potency, µM (series often up to 46.1 µM), for the others: top-dose activity, negative = active. AID 602313; also: % of control where 0% means no effect; nearly all actives have a fitted effect of over 65% in size
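HeLa cells stably expressing Vif plus C-terminally eYFP-tagged A3F were seeded, incubated overnight at 37 deg C, dosed with compound, incubated overnight again at 37 deg C. Yellow fluorescence (Ex 488/Em 500-530) reported blocked Vif-mediated A3F-eYFP degradation.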
mIDH1 inhibitor: blocks human mutant IDH1 R132H enzyme. IDH1-R132H enzyme, NADPH consumption, diaphorase/resazurin fluorescence. Potency, µM (titrated, usually from 76.6 µM), for inactives: top-dose activity change, negative = inhibition, hits mostly inhibitors. O75874. actives 0.093% (n = 390,000); also: % is scaled to controls: 0 for no effect and ±100 for the full control effect; nearly all actives have a fitted effect of over 65% in size
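IDH1-R132H (0.5 ug/mL) preincubated 30 min with compound, then NADPH (0.016 mM) and alpha-KG (2 mM) added; 80 min at RT, pH 7.5. Remaining NADPH coupled via diaphorase/resazurin to fluorescence (540/590 nm); concentration-response curves normalized to no-enzyme control.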
TrxR1 inh: inhibitors of rat thioredoxin reductase 1. O89049. recombinant rTrxR1, NADPH fluorescence consumption, selenite substrate. Potency, µM (titrated, usually from 114 µM), for inactives: at the top dose activity change, negative = inhibition, hits mostly inhibitors. actives 1% (n = 390,000). AID 588453; also: % is scaled to controls: 0 for no effect and ±100 for the full control effect; nearly all actives have a fitted effect of over 65% in size
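Rat TrxR1 (90 nM in the dispensed reagent) was pre-reduced with 400 uM NADPH for 5 min at room temperature, then incubated with compound for 15 min. After 400 uM selenite was added, NADPH fluorescence (Ex 340/Em 450 nm) was followed for 8 min.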
Vif-A3G inh: blocks the Vif interaction with human APOBEC3G. HeLa A3G-eYFP + Vif (tagged APOBEC3G with the HIV-1 protein that degrades it), YFP fluorescence, overnight. Q9HC16. actives 0.076% (n = 410,000). Potency, µM (top dose mostly 46.1 µM), for inactives: at the top dose activity, negative = active, actives largely listed as inhibitors;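 also: % is scaled to controls: 0 for no effect and ±100 for the full control effect; nearly all actives have a fitted effect of over 60% in size; hits raise eYFP signal because A3G escapes Vif-driven loss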
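HeLa cells stably expressing Vif and C-terminally eYFP-tagged A3G, seeded overnight at 37 deg C, then exposed to compound by pintool overnight at 37 deg C. Rise in yellow fluorescence (Ex 488/Em 500-530, Acumen) marks blocked Vif-driven A3G degradation.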
Active calls of the source: *; & = joins results of further samples; [ ] = another dose, or the depositor's remark. Calls follow the shape of the dose curve; as a rule, active = well fitted curve in the direction sought with a large enough effect; inconclusive = small, poorly fitted or top-dose-only effect, or another doubt; inactive = no such curve, though single readings can be large; an effect the other way counts as inactive or inconclusive. Potency is read from the fitted curve at half-maximal effect.

For O=C1c2ccccc2S(=O)(=O)c2cc(N3CCN(c4ccccc4)CC3)ccc21 the results were USP1 inh -16%, TrxR1 substrate 10%[57.1 µM], RGS4 inhibitor 0%, ALOX12 inh -3%, Vif-A3F inh 3%, mIDH1 inhibitor -5%, TrxR1 inh 15%[57.1 µM] and Vif-A3G inh 4%.
`Cc1cc(C)c2c(n1)sc1c(=O)n(Cc3ccc(F)cc3)cnc12` gave USP1 inh -14%, TrxR1 substrate 2%, RGS4 inhibitor -13%, ALOX12 inh 1%, RXFP1 ag inconclusive, Vif-A3F inh 5%, mIDH1 inhibitor -13%, TrxR1 inh 19% and Vif-A3G inh 1%.
For O=C1c2ccccc2NC(c2ccc(Cl)cc2Cl)N1O (stereo not given) the results were USP1 inh -14%, TrxR1 substrate -11%, RGS4 inhibitor 14%, ALOX12 inh 10µM*, RXFP1 ag -2.6%, Vif-A3F inh 6%, mIDH1 inhibitor 5%, TrxR1 inh -17% and Vif-A3G inh -8%.
Screening CCOC(=O)N1CCN(C(=O)/C=C/c2cccc([N+](=O)[O-])c2)CC1 returned USP1 inh 2%, TrxR1 substrate 0%, RGS4 inhibitor inconclusive, ALOX12 inh 2%, RXFP1 ag 6.8%, Vif-A3F inh 15%, mIDH1 inhibitor -10%, TrxR1 inh 13%[57.1 µM] and Vif-A3G inh 1%.
For Cc1ccc(/C=N/NC(=O)CSc2nnc(-c3ccc(Cl)cc3)n2-c2ccccc2)o1 the results were USP1 inh -24%, TrxR1 substrate -8%, RGS4 inhibitor -25%, ALOX12 inh inconclusive, RXFP1 ag 1.0%, Vif-A3F inh -5%, mIDH1 inhibitor -13%, TrxR1 inh -18% and Vif-A3G inh -8%.
For CCC(C)(CC(=O)O)CC(=O)Nc1cc(C(F)(F)F)cc(C(F)(F)F)c1 (stereo not given) the results were USP1 inh -3%, TrxR1 substrate 4%[57.1 µM], RGS4 inhibitor 24%, ALOX12 inh 42%[activator], RXFP1 ag -0.1%, Vif-A3F inh 14%, mIDH1 inhibitor 1%, TrxR1 inh 6%[57.1 µM] and Vif-A3G inh 4%.
`COc1ccc(-n2c(C)cc(/C=C3\C(=O)NN(c4ccccc4)C3=O)c2C)cc1` gave USP1 inh -17%, TrxR1 substrate 9%[57.1 µM], RGS4 inhibitor -4%, ALOX12 inh 1%, RXFP1 ag 4.9%, Vif-A3F inh 15%, mIDH1 inhibitor 2%, TrxR1 inh 18%[57.1 µM] and Vif-A3G inh 3%.
For CN(C)C(C(=O)Nc1cc(Cl)cc(Cl)c1)c1ccccc1 (stereo not given) the results were USP1 inh -2%, TrxR1 substrate -7%, RGS4 inhibitor 3%, ALOX12 inh -1%, RXFP1 ag 0.8%, Vif-A3F inh 0%, mIDH1 inhibitor 23%, TrxR1 inh 18%[57.1 µM] and Vif-A3G inh 3%.
Screening COC(=O)C1=C(C)N(Cc2ccco2)C(=O)N[C@H]1c1cccc(C(F)(F)F)c1 returned USP1 inh -28%, TrxR1 substrate -1%, RGS4 inhibitor -18%, RXFP1 ag -1.1%, Vif-A3F inh -8%, mIDH1 inhibitor 5%, TrxR1 inh -10%[57.1 µM] and Vif-A3G inh -3%.
Cc1ccc(S(=O)(=O)NCc2ccccc2)cc1C(=O)N1CCN(S(=O)(=O)c2ccccc2F)CC1 was read as USP1 inh -24%, ALOX12 inh -22%, Vif-A3F inh 1%, mIDH1 inhibitor 16% and Vif-A3G inh -4%.
O=C(CCNC(=O)c1ccc(Cl)cc1)NCCC1=CCCCC1 was read as USP1 inh 4%, TrxR1 substrate -11%[57.1 µM], RGS4 inhibitor -10%, ALOX12 inh -19%, RXFP1 ag -1.4%, Vif-A3F inh 6%, mIDH1 inhibitor 0%, TrxR1 inh -1% and Vif-A3G inh -1%.
For Cc1cccnc1NC(=O)C(C)N1C(=O)c2ccccc2C1=O (stereo not given) the results were USP1 inh -9%, TrxR1 substrate 5%[11.4 µM], RGS4 inhibitor 3%, ALOX12 inh inconclusive, RXFP1 ag 3.6%, Vif-A3F inh 2%, mIDH1 inhibitor 15%, TrxR1 inh 22%[11.4 µM] and Vif-A3G inh -1%.
Screening O=S(=O)(/N=C(\Sc1ccccc1)c1ccccc1)c1ccc(Cl)cc1 returned USP1 inh -12%, TrxR1 substrate 4%, RGS4 inhibitor -45%, ALOX12 inh inconclusive, RXFP1 ag -0.2%, Vif-A3F inh 0%, mIDH1 inhibitor 1%, TrxR1 inh inconclusive and Vif-A3G inh -2%.
Screening COc1ccc(S(=O)(=O)N(C)C[C@H]2Oc3ccc(NC(=O)Cc4ccccc4)cc3C(=O)N([C@H](C)CO)C[C@@H]2C)cc1 returned USP1 inh -25%, TrxR1 substrate 11%, RGS4 inhibitor -15%, ALOX12 inh 0%, Vif-A3F inh -7%, mIDH1 inhibitor -12%, TrxR1 inh 36%[activator] and Vif-A3G inh -5%.
C=CCN(C(C(=O)OC)C(C)C)S(=O)(=O)CCNCc1ccccc1 (stereo not given) was read as USP1 inh -13%, TrxR1 substrate 1%&6%, RGS4 inhibitor -5%, ALOX12 inh -5%, Vif-A3F inh 3%, mIDH1 inhibitor 7%, TrxR1 inh 16%&-13% and Vif-A3G inh 0%&-1%.
CC(OC(=O)Cc1c(F)cccc1Cl)C(=O)NCCC1=CCCCC1 (stereo not given) was read as USP1 inh 2%, TrxR1 substrate -8%, RGS4 inhibitor 10%, ALOX12 inh 15%, RXFP1 ag 0.7%, Vif-A3F inh -10%, mIDH1 inhibitor 3%, TrxR1 inh -5% and Vif-A3G inh 0%.
Screening O=S(=O)(CCNCCc1ccccc1)NC1CCCCC1 returned USP1 inh -6%, TrxR1 substrate 4%, RGS4 inhibitor 13%, ALOX12 inh inconclusive, Vif-A3F inh 7%, mIDH1 inhibitor 6%, TrxR1 inh 0% and Vif-A3G inh -2%.
Cc1ccnn1CC(=O)N/N=C/c1c[nH]c2ccccc12 was read as USP1 inh -2%, TrxR1 substrate 6%[57.1 µM], RGS4 inhibitor -6%, ALOX12 inh inconclusive, RXFP1 ag -4.0%, Vif-A3F inh -10%, mIDH1 inhibitor 20%, TrxR1 inh 12%[57.1 µM] and Vif-A3G inh -6%.
COc1ccc(-c2noc(=O)[nH]2)cc1 was read as USP1 inh -23%, TrxR1 substrate -1%, RGS4 inhibitor -17%, ALOX12 inh -7%, RXFP1 ag 3.0%, Vif-A3F inh -15%, mIDH1 inhibitor 0%, TrxR1 inh 7% and Vif-A3G inh 2%.
For Cc1ccc(/C=C2\SC(=S)N(c3cccnc3)C2=O)o1 the results were USP1 inh -12%, TrxR1 substrate 4%, RGS4 inhibitor -13%, ALOX12 inh -22%, RXFP1 ag 0.0%, Vif-A3F inh -14%, mIDH1 inhibitor 3%, TrxR1 inh -12% and Vif-A3G inh -14%.
`CC1CC(C)CN(CC(=O)N2CCOCC2)C1` (stereo not given) gave USP1 inh -20%, TrxR1 substrate 8%, RGS4 inhibitor -6%, ALOX12 inh -19%, RXFP1 ag -2.2%, Vif-A3F inh -1%, mIDH1 inhibitor 1%, TrxR1 inh 27% and Vif-A3G inh -2%.
O=C(c1ccco1)c1cn(CC(=O)N2CCCc3ccccc32)c2ccccc12 was read as USP1 inh -16%, TrxR1 substrate 4%, RGS4 inhibitor -26%, ALOX12 inh 0%, RXFP1 ag 1.4%, Vif-A3F inh -12%, mIDH1 inhibitor -1%, TrxR1 inh 4% and Vif-A3G inh -5%.
Screening O=C(CN1CCCCCC1)Nc1ccccc1Oc1ccccc1 returned USP1 inh -2%, TrxR1 substrate 4%[57.1 µM], RGS4 inhibitor -10%, ALOX12 inh 6%, RXFP1 ag 0.8%, Vif-A3F inh 0%, mIDH1 inhibitor 6%, TrxR1 inh 23%[57.1 µM] and Vif-A3G inh -3%.
`COc1ccc(-c2nc3ccccc3o2)cc1NC(=O)c1cccc2c(Cl)cccc12` gave USP1 inh -13%, TrxR1 substrate 6%, RGS4 inhibitor -10%, ALOX12 inh -30%, RXFP1 ag 2.5%, Vif-A3F inh -6%, mIDH1 inhibitor 2%, TrxR1 inh 16%[11.4 µM] and Vif-A3G inh -6%.

Part of the list above in order of length of the SMILES, rising:
COc1ccc(-c2noc(=O)[nH]2)cc1 was read as USP1 inh -23%, TrxR1 substrate -1%, RGS4 inhibitor -17%, ALOX12 inh -7%, RXFP1 ag 3.0%, Vif-A3F inh -15%, mIDH1 inhibitor 0%, TrxR1 inh 7% and Vif-A3G inh 2%.
Screening O=C(CN1CCCCCC1)Nc1ccccc1Oc1ccccc1 returned USP1 inh -2%, TrxR1 substrate 4%[57.1 µM], RGS4 inhibitor -10%, ALOX12 inh 6%, RXFP1 ag 0.8%, Vif-A3F inh 0%, mIDH1 inhibitor 6%, TrxR1 inh 23%[57.1 µM] and Vif-A3G inh -3%.
For Cc1ccc(/C=C2\SC(=S)N(c3cccnc3)C2=O)o1 the results were USP1 inh -12%, TrxR1 substrate 4%, RGS4 inhibitor -13%, ALOX12 inh -22%, RXFP1 ag 0.0%, Vif-A3F inh -14%, mIDH1 inhibitor 3%, TrxR1 inh -12% and Vif-A3G inh -14%.

Bioassay records from PubChem.

Not all compounds are listed; rates above refer to the full screens.
